Screening data as filed in PubChem BioAssay.
Cav3 T inh: Cav3.2 calcium influx blockers – cell-based, Fluo-4 calcium fluorescence, FDSS, MLSMR library, primary screen; Voltage-dependent T-type calcium channel subunit alpha-1H (Homo sapiens), O95180; Cav3.2-expressing cells; active compounds read low; B-score at 10 µM; actives 4% (n = 100,000); AID 449739, 2010;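 active = single-dose well whose peak fluorescence ratio is a statistical outlier from its plate by either plate-standardised score or position-corrected B-score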
Target sequence (O95180 whole entry, looked up): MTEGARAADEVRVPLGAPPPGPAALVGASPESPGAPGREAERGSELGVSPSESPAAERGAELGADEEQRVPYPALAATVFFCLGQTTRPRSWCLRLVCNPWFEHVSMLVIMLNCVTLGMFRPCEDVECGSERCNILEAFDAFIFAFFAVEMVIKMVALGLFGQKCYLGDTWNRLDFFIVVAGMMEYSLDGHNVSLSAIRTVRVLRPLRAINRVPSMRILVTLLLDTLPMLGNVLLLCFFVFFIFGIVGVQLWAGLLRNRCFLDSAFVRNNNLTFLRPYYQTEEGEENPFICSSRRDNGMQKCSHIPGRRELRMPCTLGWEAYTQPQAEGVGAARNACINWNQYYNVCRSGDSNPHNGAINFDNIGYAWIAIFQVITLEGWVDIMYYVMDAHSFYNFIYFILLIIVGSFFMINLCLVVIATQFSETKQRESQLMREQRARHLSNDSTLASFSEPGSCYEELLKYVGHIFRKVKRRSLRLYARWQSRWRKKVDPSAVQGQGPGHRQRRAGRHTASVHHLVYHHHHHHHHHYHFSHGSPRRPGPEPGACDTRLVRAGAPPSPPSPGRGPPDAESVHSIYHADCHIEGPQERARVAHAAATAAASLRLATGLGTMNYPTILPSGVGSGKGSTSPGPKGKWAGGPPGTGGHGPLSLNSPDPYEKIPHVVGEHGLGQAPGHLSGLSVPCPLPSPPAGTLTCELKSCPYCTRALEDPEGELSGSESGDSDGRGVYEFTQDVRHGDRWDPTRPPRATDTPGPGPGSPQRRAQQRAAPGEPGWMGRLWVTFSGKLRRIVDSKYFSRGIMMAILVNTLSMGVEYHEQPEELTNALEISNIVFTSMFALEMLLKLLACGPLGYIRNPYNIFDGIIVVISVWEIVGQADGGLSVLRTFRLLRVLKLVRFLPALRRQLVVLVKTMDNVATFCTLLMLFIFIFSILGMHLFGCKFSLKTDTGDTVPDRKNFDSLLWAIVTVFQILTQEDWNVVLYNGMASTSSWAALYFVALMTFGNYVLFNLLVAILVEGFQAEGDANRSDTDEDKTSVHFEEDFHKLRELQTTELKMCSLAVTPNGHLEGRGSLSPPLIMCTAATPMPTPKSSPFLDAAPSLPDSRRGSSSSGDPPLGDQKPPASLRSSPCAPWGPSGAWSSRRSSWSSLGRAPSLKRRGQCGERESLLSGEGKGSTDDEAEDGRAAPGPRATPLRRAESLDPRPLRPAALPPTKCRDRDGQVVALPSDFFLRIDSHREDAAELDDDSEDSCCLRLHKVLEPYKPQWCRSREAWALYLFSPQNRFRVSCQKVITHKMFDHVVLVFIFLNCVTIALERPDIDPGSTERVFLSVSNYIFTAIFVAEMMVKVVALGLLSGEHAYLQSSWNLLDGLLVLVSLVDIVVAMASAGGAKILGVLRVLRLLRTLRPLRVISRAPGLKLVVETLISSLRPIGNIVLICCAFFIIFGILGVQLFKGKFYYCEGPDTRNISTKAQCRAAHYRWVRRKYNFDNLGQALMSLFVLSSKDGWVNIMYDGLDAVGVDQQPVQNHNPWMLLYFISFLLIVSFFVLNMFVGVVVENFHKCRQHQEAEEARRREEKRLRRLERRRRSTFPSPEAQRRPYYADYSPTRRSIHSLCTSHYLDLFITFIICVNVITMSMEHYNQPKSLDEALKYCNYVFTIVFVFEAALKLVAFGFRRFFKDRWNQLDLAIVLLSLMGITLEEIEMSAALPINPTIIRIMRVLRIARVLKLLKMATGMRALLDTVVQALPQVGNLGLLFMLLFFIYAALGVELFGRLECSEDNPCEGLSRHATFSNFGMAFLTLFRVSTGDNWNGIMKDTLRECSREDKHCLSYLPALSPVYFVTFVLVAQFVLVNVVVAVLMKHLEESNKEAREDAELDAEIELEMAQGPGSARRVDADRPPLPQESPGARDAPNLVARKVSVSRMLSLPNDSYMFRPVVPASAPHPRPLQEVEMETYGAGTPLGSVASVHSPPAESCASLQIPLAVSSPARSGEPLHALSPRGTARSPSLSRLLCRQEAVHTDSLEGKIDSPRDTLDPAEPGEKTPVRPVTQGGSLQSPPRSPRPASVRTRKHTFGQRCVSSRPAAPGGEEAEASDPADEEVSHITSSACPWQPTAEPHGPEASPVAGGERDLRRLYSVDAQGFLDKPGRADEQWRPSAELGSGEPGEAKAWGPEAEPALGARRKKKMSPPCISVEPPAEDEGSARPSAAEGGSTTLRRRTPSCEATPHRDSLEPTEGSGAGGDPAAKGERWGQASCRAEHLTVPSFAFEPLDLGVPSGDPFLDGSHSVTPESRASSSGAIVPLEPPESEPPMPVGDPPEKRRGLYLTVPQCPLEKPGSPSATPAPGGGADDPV
Active calls of the source: *.

SMILES	Cav3 T inh
CC1CC(C)CN(C(=O)C(NS(=O)(=O)c2ccc3c(c2)oc(=O)n3C)C(C)C)C1 (stereo unspecified)	-0.051
CC(C)(C)c1nc(N2CCN(C(=O)c3ccco3)CC2)c2nnn(Cc3ccccc3)c2n1	-7.15*
C/C(=N/NC(=O)c1cc(C(C)C)[nH]n1)c1cccs1	0.73
C#CCOCCOCCOCCNc1nc(N2CCN(C(=O)[C@H]([C@@H](C)CC)n3cc([C@@H](N)Cc4ccc(O)cc4)nn3)CC2)nc(N2CCN(C(=O)[C@H]([C@@H](C)CC)n3cc([C@@H](N)Cc4ccc(O)cc4)nn3)CC2)n1	0.00441
Nc1c(Cl)cc(-c2csc(N3CCCC3c3nc4cc(Cl)c(Cl)cc4n3CCCO)n2)cc1Cl (stereo unspecified)	0.0845
COc1cc(OC)c(-c2nc3c[n+](CC(=O)c4ccccc4)ccc3n2C)cc1OC	-0.024
Cc1nc2oc3ccccc3c(=O)c2c(=O)n1Cc1ccccc1	0.725
CCOC(CNC(=O)c1ccc2c(c1)nc(C)n2-c1cccc(F)c1)OCC	0.45
O=C(O)c1cnn2c(C(F)(F)F)cc(-c3ccco3)nc12	1.7
C/C=C(\C)C(=O)Nc1cccc(C2=NOC3(C2)C[C@H](C(N)=O)N(C(=O)c2cc([N+](=O)[O-])cc([N+](=O)[O-])c2)C3)c1 (stereo partly specified)	-0.418
O=C(Cn1nnc2ccccc21)C1CC1	0.364
O=c1c2ccccc2ncn1CCCSc1ccc(Cl)cc1	-1.51
Cc1ccc(-n2nc(C(=O)N/N=C/c3cccc(C(F)(F)F)c3)c3ccccc3c2=O)cc1C	-0.442
CC(C)NS(=O)(=O)c1ccc(OCC(=O)N2CCCC2)cc1	0.0938
O=C(Cc1ccccc1)Nn1cnc2ccccc21	-1.41
Cc1nn(S(=O)(=O)c2cccs2)c(C)c1Sc1ccc([N+](=O)[O-])cc1	-2.21
Cc1ccc(NC2=NC(c3ccc(O)cc3)n3c(nc(C)cc3=O)N2)cc1 (stereo unspecified)	0.247
CSc1ccc(CNc2cccc3ccccc23)cc1	-1.4
O=C(Cc1nn[nH]n1)NCCC1=CCCCC1	-0.0135
CC(c1ccco1)N(C(=O)COc1ccc(Cl)cc1)c1ccccn1 (stereo unspecified)	-0.292
Cc1ccccc1NC(=S)NCc1cccs1	-0.209
O=C(NC1CC2CCC(C1)N2Cc1ccco1)c1ccccc1 (stereo unspecified)	0.613
CCOC(=O)N1CCN(c2ncnc3nc[nH]c23)CC1	-0.752
CCO[C@@H]1OC(C(=O)NCc2ccccc2)=C[C@H](c2ccc3c(c2)OCO3)[C@H]1CCCO	-0.045

Brought forward from above: four compounds, followed by the next part.
SMILES	Cav3 T inh
Cc1ccccc1NC(=S)NCc1cccs1	-0.209
O=C(NC1CC2CCC(C1)N2Cc1ccco1)c1ccccc1 (stereo unspecified)	0.613
CCOC(=O)N1CCN(c2ncnc3nc[nH]c23)CC1	-0.752
CCO[C@@H]1OC(C(=O)NCc2ccccc2)=C[C@H](c2ccc3c(c2)OCO3)[C@H]1CCCO	-0.045
Cc1cc(OC(C)C)nc(NCc2ccccc2)n1	-3.79
Cc1cccc(NC(=O)CS(=O)(=O)c2cn(C)c3ccccc23)c1	0.0589
CS(=O)(=O)N(CC(=O)N1CCN(Cc2ccccc2)CC1)C1CCCCC1	1.49
CC(C)[C@H](NC(=O)OCc1ccccc1)C(=O)OCC(=O)NC1CCCCC1	-1.2
COc1ccc(C(=O)NCCCc2nc3ccccc3n2Cc2ccccc2C)cc1OC	-2.38
COc1ccccc1NC(=O)C1=C(C)Nc2ncnn2C1c1cccs1 (stereo unspecified)	-0.388
Cc1cc(C)c2[nH]c(=O)c(CN(Cc3ccco3)C(=O)c3cccs3)cc2c1	-0.0407
COC(=O)c1cc(OC)cc(O)c1C(=O)c1c(O)cc(C)cc1O	0.365
CCc1ccc(C2C(C#N)=C(N)SC(N)=C2C#N)s1	-3.28
Fc1ccc(N2CCN(c3ncnc4nc[nH]c34)CC2)cc1	0.887
C/C(=N/OC(=O)c1ccc(F)cc1)c1ccc(C)cc1	0.375
COc1ccc(-n2nnnc2SCC(=O)Nc2cccc(C)n2)cc1OC	1.91
N/C(=N\OC(=O)c1cccc(Br)c1)c1ccc(Br)cc1	0.808
COc1cc(O)c2c(c1)OC(C)(C)CC2=O	0.0528
CCCn1nc2cc(C(=O)N(CC)c3ccc(OC)cc3)ccc2c1OCC	-0.563
C=C1/C(=C\C=C2/CCC[C@]3(C)[C@@H]([C@H](C)/C=C/[C@@H](O)C4CC4)CC[C@@H]23)C[C@@H](O)C[C@@H]1O	-0.176
CCCCN(CCCNc1ncnc2nc[nH]c12)c1ccccc1	-1.15
CCN(CC)S(=O)(=O)c1ccc(S(=O)(=O)Nc2cc3c(cc2C(C)=O)OCO3)cc1	0.307
COc1cccc(CNCCN2CCOCC2)c1OC	0.163
O=C(/C=C/c1c(Cl)cccc1Cl)n1cccn1	-0.359
CC1CCN(c2cc(N3CCC(C)CC3)c([N+](=O)[O-])cc2/C=C(\C#N)c2nn(-c3ccccc3)c(N)c2C#N)CC1	-0.506
CC(C)Cn1c(=O)c2c(c3ccccc31)OC(C)C(=O)N2 (stereo unspecified)	0.937
Cc1nc2ccccc2c2oc(C(=O)N3CCN(C(=O)c4ccco4)CC3)cc12	0.168
O=C(O)c1cc(-c2ccccc2)n[nH]1	0.28

7 entries from above, sorted by the value under Cav3 T inh, high to low.
SMILES	Cav3 T inh
CC(C)Cn1c(=O)c2c(c3ccccc31)OC(C)C(=O)N2 (stereo unspecified)	0.937
N/C(=N\OC(=O)c1cccc(Br)c1)c1ccc(Br)cc1	0.808
O=C(O)c1cc(-c2ccccc2)n[nH]1	0.28
COc1cc(O)c2c(c1)OC(C)(C)CC2=O	0.0528
O=C(/C=C/c1c(Cl)cccc1Cl)n1cccn1	-0.359
CC1CCN(c2cc(N3CCC(C)CC3)c([N+](=O)[O-])cc2/C=C(\C#N)c2nn(-c3ccccc3)c(N)c2C#N)CC1	-0.506
CCCn1nc2cc(C(=O)N(CC)c3ccc(OC)cc3)ccc2c1OCC	-0.563

Next compounds.
SMILES	Cav3 T inh
O=C(C1CCN(CCCc2ccccc2)CC1)N1CCCCC1	-0.227
COCCN1C(=O)c2ccc(C(=O)NCc3cccnc3)cc2C1=O	-0.019
Cc1ccc(C)c(S(=O)(=O)NCc2ccc(C(=O)NCc3ccccn3)cc2)c1	-0.233
O=C(Nc1cccc2ccccc12)OC1C=CS(=O)(=O)C1 (stereo unspecified)	0.0823
CC1CC(C)CN(C(=O)c2cc3c(s2)CCC3)C1 (stereo unspecified)	-0.918
CCNC(=O)Cn1cnc2c1c(=O)n(C)c(=O)n2C	-0.471
COC(=O)/C=C/S(=O)(=O)c1ccc(NC(C)=O)cc1	1.25
CC(C)Cn1c(-c2ccco2)csc1=Nc1cccnc1	-1.71
COc1ccc(NC(=O)CN(C)S(=O)(=O)c2ccccc2)cc1	-0.517
COc1cc(-n2nc(C)c3c2OC(N)=C(C#N)C3c2ccccc2)c(Cl)c(Br)c1O (stereo unspecified)	-1.5
COC(=O)CNC(=O)c1ccccc1[N+](=O)[O-]	2.22
O=C(CN1CCN(c2ccccc2)CC1)c1ccc2cc[nH]c2c1	-0.0368
Cc1cccc(C)c1C(=O)N[C@@H](Cc1ccccc1)C(=O)O	-0.91
O=C(Cc1ccc(F)cc1)NCCc1ccccc1	-0.429
CC(C)Nc1nc(SCC(N)=O)nc(N2CCOCC2)n1	0.528
CC(C)(C)c1ccc(O)c(N)c1	0.465
O=C1CCCN1CCC1CCN(C2CC(=O)N(c3ccc(Cl)cc3)C2=O)CC1 (stereo unspecified)	0.106
CC(C)(C)C(=O)N1CCC(O)(CS(=O)(=O)Cc2ccccc2Cl)CC1	0.109
COc1ccc(Nc2ncnc3sc(-c4ccccc4)cc23)cc1	-0.0944
CN(C)/C=N/c1sc2c(c1C#N)CC(C)(C)NC2(C)C	-0.142
CC(C)C(C(=O)Nc1ccc(N2CCOCC2)cc1)N1C(=O)c2ccccc2C1=O (stereo unspecified)	-0.0194
COc1ccc(OC)c(NC(=O)CSc2nnnn2-c2ccc3c(c2)OCO3)c1	0.339
CC(C)(C)n1nnnc1C(c1ccncc1)N1CCN(c2ccc(O)cc2)CC1 (stereo unspecified)	-0.00224
Cc1ccccc1OCC(=O)Nc1ccccc1N1CCOCC1	-2.12
Cn1ccc(O)c(C#N)c1=O	0.296
Cc1ccc2cc(C(c3nnnn3CC3CCCO3)N3CCc4ccccc4C3)c(=O)[nH]c2c1 (stereo unspecified)	0.0472
CN(C)c1nc2c(c(=O)[nH]c(=O)n2C)n1Cc1ccc(F)cc1	-0.396
COc1ccc(-c2noc(C3CCCN(C(=O)c4ccccc4OC)C3)n2)cc1OC (stereo unspecified)	0.0168
O=C(NCc1ccc2c(c1)OCO2)c1cccc(N2CCCC2=O)c1	0.189
CCOC(=O)C1=NNC(C(=O)c2ccc(C)cc2)C1c1ccc(OC)cc1 (stereo unspecified)	-3.78
CCN(CCNC(=O)Cn1cc2c(n1)CCCC2)c1ccccc1	-0.38
O=C(Nc1ccc(Cl)cc1)N(Cc1nnc2n1CCCCC2)c1ccccc1	-0.00434
Cc1ccc(S(=O)(=O)Cn2nnnc2C(C(C)C)N2CCc3ccccc3C2)cc1 (stereo unspecified)	-1.72
CCOC(=O)C1=C(C)Nc2nc3ccccc3n2C1c1ccncc1 (stereo unspecified)	2.62
Cc1ccc(Cl)cc1N1CCN(C(c2cccnc2)c2nnnn2C2CCCCC2)CC1 (stereo unspecified)	-4.99*
O=C(/C=C/c1ccccc1)N1CCC[C@H]1CO	0.124
COCc1nnc(NC(=O)c2ccc(S(=O)(=O)N3CCCCCC3)cc2)o1	-0.365
CCCCn1c(SCC(=O)Nc2cccc(OC)c2)nc2ccc(N3CCOCC3)cc2c1=O	-1.42
Cc1cc(-c2nnco2)c(C)n1-c1ccccc1	-0.999
CCC(=O)Nc1ccc(-c2nc(-c3ccccc3)n(CC(=O)N3CCCCC3)n2)cc1	0.00478
Cn1nc(C(F)(F)F)c(C(=O)Nc2ccc(C(F)(F)F)cc2)c1Cl	-1.52
CCC(CC)C(=O)Nc1nnc(SCC(=O)N2CCN(c3ccccc3OC)CC2)s1	0.299
CCNc1nc(Oc2ccc(=O)n(C)n2)nc(N2CCOCC2)n1	0.881
CCOc1ccccc1Nc1nc(-c2sc(NC(=O)c3ccc([N+](=O)[O-])cc3)nc2C)cs1	-0.0566
COc1ccccc1NC(=O)Nc1ccc(Br)cn1	0.268
Cc1cc2cc(CNC(=O)c3ccc4c(c3)OCO4)ccc2n1C	-2.74
COCCN1C(=O)N[C@@H](c2cccc(F)c2)C(C(C)=O)=C1C	0.531
CCc1nc(N)c(C#N)c(-c2ccc(F)cc2)c1C	-0.0403
Cn1cc(-c2nc3ccccc3[nH]2)c2ccccc21	0.733
CCn1c(CNc2ccc(F)cc2)nnc1SCC(=O)Nc1ccc(OC)cc1OC	-1.29
Cn1nc(C(F)(F)F)c(C(=O)Nc2ccc(F)cc2F)c1Oc1cccc(Cl)c1	-1.99
CSc1nc(N(C)NC(=O)c2ccc(F)cc2)c2ccccc2n1	-1.16
CC(C)Cc1n[nH]c(=O)[nH]1	0.79
O=c1cc(-c2ccccc2)nc2nc(-c3ccccc3)[nH]n12	-0.148
O=C(CNC(=O)C1CCCCC1)NC1=NCCS1	0.046
Cc1ccc(CSCCNC(=O)CN2C(=O)c3ccccc3S2(=O)=O)cc1	0.523
COc1ccccc1Cn1c(=O)c2ccccc2n2c(SCc3csc(C)n3)nnc12	1.18
CSc1ccc(C#N)cc1NC(=O)c1cccc(Cl)c1	-0.587
Cc1cccc(OCC(=O)Nc2ccc(N3CCN(S(C)(=O)=O)CC3)cc2)c1C	0.674
O=C1c2ccccc2NC(c2ccccn2)N1c1ccccc1F (stereo unspecified)	0.506
Next part:
SMILES	Cav3 T inh
O=C(CSc1nnc(CCCO)n1-c1ccccc1)Nc1nccs1	0.361
O=C(CN(CC1CCCO1)S(=O)(=O)c1ccc(S(=O)(=O)NCC2CCCO2)cc1)Nc1ccccc1 (stereo unspecified)	-1.93
OCc1ccnc2c(O)cccc12	0.976
CN(Cc1ccco1)C(=O)c1ccc(N2CCCC2=O)cc1	1.36
C/C=C/c1ccc(OCCCNC2CCCC2)c(OC)c1	0.41
CCn1c(C(C)NC(=O)c2cccc(C)c2)nc2ccccc21 (stereo unspecified)	0.0969
CCOc1ccc(N=C2NC(=O)C(CC(=O)O)S2)cc1 (stereo unspecified)	-0.772
O=C(C1CCN(C2CC(=O)N(c3ccc(Cl)cc3)C2=O)CC1)N1CCOCC1 (stereo unspecified)	1.75
CC[C@H](C)/C=C(C)/C=C/C1=CC2=CC(=O)[C@]3(C)OC(=O)[C@@H](C(C)=O)[C@@H]3C2=CO1	-4*
Cc1ccc(SCC(=O)NC(=O)NCc2ccco2)cc1C	-6.61*
COCc1cc(C)nc(SCC(=O)Nc2ccc(C)c(C)c2)c1C#N	0.418
CCCSC1=C(C#N)C(c2cc(OC)ccc2OC)CC(=O)N1 (stereo unspecified)	0.296
N#CC1=C(SCC(=O)NC23CC4CC(CC(C4)C2)C3)NC(=O)C(C#N)C12CCCCC2 (stereo unspecified)	-3.21*
O=C(Nc1ccccc1)C1Cc2ccccc2CN1C(=O)c1ccco1 (stereo unspecified)	0.865
Cc1cc(Cl)ccc1OCC(=O)N1C(C)CCCC1C (stereo unspecified)	0.179
O=C(Cc1cccc2ccccc12)Nc1ccc2oc(-c3ccccc3)nc2c1	-0.325
C[C@@]12CCC=C[C@H]1[C@H](c1ccc3ccccc3c1)N(Cc1ccccc1)C2=O	-1.28
COc1ccc(CN2CCN(C(=O)c3cccs3)CC2)c(OC)c1OC	0.026
CC(C)CCN1CN(S(=O)(=O)c2cccs2)c2nc3ccccc3nc21	0.26
CCN(Cc1ccccc1)C(=O)CSc1nc(C)cc2c1C(=O)OC2	1.01
CCOC(=O)CSC(CC)C(=O)Nc1nnc(C(C)C)s1 (stereo unspecified)	-1.28

The list is partial (hit frequency here may not be typical).
